# Screening data as filed in PubChem.
# UBC13 polyUb – human UBC13 polyubiquitination inhibition; P61088; UBC13 polyubiquitin chain formation, TR-FRET; inhibition, % at 20 µM; actives 0.47% (n = 330,000); in the data active means inhibition above about 45%, passing the limit was not always enough
# Target sequence (P61088 whole entry, looked up): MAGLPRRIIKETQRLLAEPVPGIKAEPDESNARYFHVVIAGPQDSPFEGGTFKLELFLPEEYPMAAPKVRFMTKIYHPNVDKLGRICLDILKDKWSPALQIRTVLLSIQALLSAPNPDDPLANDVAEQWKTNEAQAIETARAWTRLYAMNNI
# Gli-Sufu antag – Gli-Sufu pathway antagonism; Sufu-KO-LIGHT fibroblasts, Gli luciferase reporter luminescence; AID 588413; inhibition, % at 5 µM; actives 0.74% (n = 340,000);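 active means inhibition above about 55%, limit read from the data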;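 further: 0% = DMSO-treated cells and 100% = wells with medium but no cells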
# CXCR6 inh – inhibitors of human CXCR6 receptor; O00574; CHO-K1 PathHunter CXCR6 beta-arrestin, luminescence; inhibition, % at 20 µM; actives 0.36% (n = 360,000); in the data active means inhibition above about 34%, passing the limit was not always enough;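 further: antagonist mode with CXCL16 agonist at 10 nM final; 0% = 10 nM CXCL16 with DMSO and 100% = unstimulated wells without agonist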
# Target sequence (O00574 whole entry, looked up): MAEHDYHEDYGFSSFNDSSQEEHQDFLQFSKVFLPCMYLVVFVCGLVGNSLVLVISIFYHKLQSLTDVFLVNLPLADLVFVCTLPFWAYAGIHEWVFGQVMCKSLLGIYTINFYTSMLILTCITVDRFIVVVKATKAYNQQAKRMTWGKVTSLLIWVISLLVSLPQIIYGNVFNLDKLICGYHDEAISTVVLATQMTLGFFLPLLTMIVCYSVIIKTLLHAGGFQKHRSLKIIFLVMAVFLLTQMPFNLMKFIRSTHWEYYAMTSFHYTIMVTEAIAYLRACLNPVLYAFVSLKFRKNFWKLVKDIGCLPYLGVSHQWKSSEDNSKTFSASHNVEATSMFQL
# 697 NFkB inh – lowers PMA/ionomycin-induced NF-kB signal in 697 B cells; 697 B-cell NF-kB luciferase reporter, 16 h; inhibition, % at 4 µM; actives 0.33% (n = 330,000); in the data active means inhibition above about 35%
# Jurkat NFkB inh – inhibitors of the PMA/ionomycin-induced NF-kB reporter in Jurkat cells; PMA/ionomycin-induced NF-kB luciferase reporter, luminescence; inhibition, % at 4 µM; actives 0.53% (n = 330,000); in the data active means inhibition above about 50%
# CCR6 antag – antagonists of human CCR6 receptor; inhibition, % at 20 µM; CHO-K1 CCR6 PathHunter beta-arrestin, luminescence, CCL20-stimulated; AID 493098; actives 0.49% (n = 340,000);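 active means compounds whose inhibition of the agonist-driven luminescence signal at 20 µM reaches about 50%, limit read from the data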;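 further: cells stimulated with CCL20 at 14 nM final; plate controls were DMSO with CCL20 for no effect and DMSO without agonist for full effect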
# Target sequence (P51684 whole entry, looked up): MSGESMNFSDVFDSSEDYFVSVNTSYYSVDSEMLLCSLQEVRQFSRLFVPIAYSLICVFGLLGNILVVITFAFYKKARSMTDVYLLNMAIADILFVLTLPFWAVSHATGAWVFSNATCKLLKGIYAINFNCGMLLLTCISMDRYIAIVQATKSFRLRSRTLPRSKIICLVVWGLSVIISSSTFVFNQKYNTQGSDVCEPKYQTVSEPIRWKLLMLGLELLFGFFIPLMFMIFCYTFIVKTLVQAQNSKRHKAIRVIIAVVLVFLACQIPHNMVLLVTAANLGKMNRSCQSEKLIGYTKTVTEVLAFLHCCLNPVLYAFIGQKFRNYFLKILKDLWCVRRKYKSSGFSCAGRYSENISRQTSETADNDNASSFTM
# EBI2 antag – EBI2 (human) antagonism | EBI2 beta-arrestin recruitment, luminescence, 7a,25-OHC stimulated | inhibition, % at 5 µM | actives 0.81% (n = 360,000); in the data active means inhibition above about 38%;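 further: enzyme fragment complementation signal reports receptor beta-arrestin coupling in cells; 0% = agonist plus DMSO wells and 100% = wells without agonist; some results beyond the cut were filed as inactive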
# APJ antagonist – APJ receptor antagonism; inhibition, % at 20 µM; CHO-K1 APJ beta-arrestin complementation, luminescence; P35414; AID 2521; actives 0.32% (n = 330,000);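 active means inhibition above about 40% at 20 µM, limit read from the data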;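 further: cells challenged with 10 nM apelin-13 agonist together with compound; plate controls were apelin-13 plus DMSO wells for no effect and DMSO wells lacking apelin-13 for full effect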
# Active calls of the source: *; . = not tested or not shown. Outcome played no part in choosing rows; about 3% have a hit in one of these screens.
mol,UBC13 polyUb,Gli-Sufu antag,CXCR6 inh,697 NFkB inh,Jurkat NFkB inh,CCR6 antag,EBI2 antag,APJ antagonist
CC1Cc2cc(-c3csc(NC(=O)Cc4cccs4)n3)ccc2N1S(C)(=O)=O (stereo not drawn),9,-10,-5,56*,57*,3,9,-33
O=C(OCC(=O)N1CCOCC1)c1ccccc1O,3,-38,-6,-21,-12,9,-2,5
Cc1ccc(S(=O)(=O)N2CCOCC2)cc1C(=O)Nc1nc(-c2cccnc2)cs1,2,0,5,-20,-2,-2,-9,12
Cc1ccc(N(Cc2ccccc2)C(=O)c2cccc(S(=O)(=O)N3CCN(C)CC3)c2)cc1,6,-3,0,-15,-28,15,-4,8
O=C(CCOc1ccccc1)Nc1ccc(Cl)c(S(=O)(=O)N2CCOCC2)c1,5,9,-11,9,18,14,0,6
O=C(CCNC(=O)c1ccccc1)NNC(=O)c1ccccc1Br,11,7,-1,9,0,2,-18,-1
O=C(CNCC1CCCO1)NCc1ccco1 (stereo not drawn),2,-8,-1,18,-11,4,0,-13
Cc1nc(Nc2ccc3c(c2)OCCO3)c2nnn(Cc3ccccc3Cl)c2n1,1,33,-3,-14,8,13,15,-41
Cc1[nH]c(C)c(S(=O)(=O)N2CCCCC2C)c1C(=O)N1CCCC1 (stereo not drawn),-2,1,-2,-3,-3,5,-11,3
COc1ccccc1N(CC(=O)NCCSCc1ccco1)S(=O)(=O)c1ccccc1,2,4,5,11,12,21,14,29

# A few values from the entries so far:
# `O=C(OCC(=O)N1CCOCC1)c1ccccc1O` | CXCR6 inh = -6
# `O=C(CCNC(=O)c1ccccc1)NNC(=O)c1ccccc1Br` | Gli-Sufu antag = 7
# `CC1Cc2cc(-c3csc(NC(=O)Cc4cccs4)n3)ccc2N1S(C)(=O)=O` (stereo not drawn) | CCR6 antag = 3

# Next entries.
mol,UBC13 polyUb,Gli-Sufu antag,CXCR6 inh,697 NFkB inh,Jurkat NFkB inh,CCR6 antag,EBI2 antag,APJ antagonist
Cc1cccc(C(=O)N2CCCC(Nc3ccc(C(C)C)cc3)C2)n1 (stereo not drawn),-5,-8,-2,-18,-4,11,-2,5
Cn1ccnc1C(=O)C1CCCN(Cc2cn[nH]c2-c2ccc(-c3ccccc3)cc2)C1 (stereo not drawn),21,-2,6,-5,-5,1,37,3
CCN(CC)C(=O)Oc1ccc2c(=O)c(-c3ccc(OC)cc3)c(C)oc2c1,-2,-7,5,-4,-13,-1,-10,22
Cc1ccc(OCCn2ncc3ccccc3c2=O)c(C)c1,8,-9,-2,3,-17,8,5,4
CC(C)Oc1ccc(S(=O)(=O)N2CCOCC2)cc1NC(=O)CC1OC(=O)c2ccccc21 (stereo not drawn),2,-4,5,7,8,2,2,21
O=C(c1ccco1)N1CCN(c2ccc(Cl)cc2)CC1,3,-48,0,-61,-64,4,-19,-11
O=C(CC1CCCCC1)NCc1nc(-c2ccccc2)no1,1,5,0,18,8,10,11,-17
COc1ccc(N(CC(=O)NCc2cccs2)S(=O)(=O)c2c(C)n[nH]c2C)cc1,4,9,-2,16,8,-11,0,3
CCCS(=O)(=O)Nc1c(C(=O)O)[nH]c2ccc(OC)cc12,14,3,6,11,6,-6,2,-5
Cc1ccccc1C(=O)NNC(=S)NC(=O)c1cccnc1,3,-8,18,4,15,13,-2,14
Cc1ccc(CNC(=O)c2cc3cc(Br)ccc3oc2=N)cc1,-3,-14,-1,-13,9,4,-10,9
Cc1ccc(C(=O)OCC(=O)Nc2ccc3c(c2)OCO3)c(O)c1,11,-4,-1,20,-8,12,3,6
COc1ccc(CNC(=O)C2CCN(c3nccs3)CC2)cc1,-5,-3,0,-32,6,-3,12,-1
CC1CCCN(CCCNC(=O)c2nn(C)c3c2CS(=O)(=O)c2ccccc2-3)C1 (stereo not drawn),-1,1,-1,-21,5,19,-6,12
CN1CCN(/N=C/c2cccc(Cl)c2Cl)CC1,-10,-7,-7,-15,-34,3,-3,5
CC(C)CSc1n[nH]c(=S)s1,2,-7,7,4,2,1,0,3
CC(C)n1c2ccccc2c2nnc(SCC(=O)OCN3C(=O)c4ccccc4C3=O)nc21,2,7,-1,-4,9,-26,-2,-6
COc1ccc(CNC(=O)C2CC(c3ccccc3C(F)(F)F)=NO2)cc1 (stereo not drawn),8,5,2,4,-6,9,-3,-94
COc1ccccc1/C=N/OCc1ccc(C#N)cc1,1,-7,-2,-11,-2,18,2,7
CCc1cc2c(=O)c(-c3ccc(F)cc3)c(C(F)(F)F)oc2cc1OCC(=O)O,-2,.,.,5,-11,.,.,-30
CCOc1ccc(-c2nnc(NC(=O)Cc3ccc(OC)cc3)o2)cc1,-6,-12,12,7,0,-3,11,-2
CCOC(=O)CCc1ccc(NC(=O)/C=C/c2ccc([N+](=O)[O-])o2)cc1,.,-1,0,.,.,4,-23,.
C(=C1/CCCC2=C1Nc1ncnn1C2c1ccccc1)/c1ccccc1 (stereo not drawn),-9,.,.,-65,15,.,.,12
O=C(O)C1C2CCC(CC2)C1C(=O)O (stereo not drawn),.,1,-2,.,.,17,2,.
COc1ccc(C(=O)Nn2c(CC(C)C)nc3cc(OC)c(OC)cc3c2=O)c(OC)c1,1,2,11,8,-1,7,2,2
CCN(C(=O)CSc1nnc(-c2ccc(OC(F)F)cc2)n1N)C1CCS(=O)(=O)C1 (stereo not drawn),-4,-3,5,-1,4,10,-4,-51
O=c1c2ccccc2oc2c1ccc1ccccc12,.,-39,5,-93,.,7,-11,.
CC1(C(=O)NC(=S)N(CCC#N)c2ccccc2)CC1(Cl)Cl (stereo not drawn),8,5,-6,12,6,-17,-15,13
CS(=O)(=O)c1nc(S(=O)(=O)c2ccc(Cl)cc2)c(NCCCN2CCOCC2)s1,-1,-9,1,8,6,-1,4,-17
Cc1ccc(C(=O)N2CCn3c(C)ccc3C2C)cc1 (stereo not drawn),-3,1,-2,11,2,9,0,1
N=c1c2ccccc2nnn1-c1ccc(C(F)(F)F)cc1,-5,-28,1,-45,-17,12,4,-10
CCC(C(=O)NC1CCCC1)N(C(=O)Cn1nnc(-c2ccc(C)o2)n1)c1cnc2ccccc2c1 (stereo not drawn),4,20,11,22,7,5,0,20
CC(C)Oc1ccc(CNC(=O)CC(c2ccccc2)c2cc(Cl)ccc2O)cc1 (stereo not drawn),13,-5,1,11,3,-1,18,6
Cc1ccc(C2=NN(C(=O)COc3ncnc4ccccc34)C(c3ccco3)C2)cc1 (stereo not drawn),17,7,5,-9,8,0,4,2
CCCCN(C)C(=O)c1cn(-c2cccc(OC)c2)c(=O)c2ccccc12,0,4,0,4,7,2,-14,3
CC1CCN(S(=O)(=O)CCNC(=O)c2ccc3c(c2)OCO3)CC1,1,14,5,-2,1,3,-4,1
O=C(CNC(=O)c1ccc([N+](=O)[O-])cc1)c1ccccc1,-7,-55,3,-46,-58,-4,-5,-31
Cc1ccccc1SCCNC(=O)c1ccccc1Br,12,-25,-5,-46,-21,12,13,10
COc1ccc(CSc2nncn2N)cc1[N+](=O)[O-],-5,-3,6,8,4,-5,-4,-17
COc1c(C(=O)NC(=S)Nc2nnn(C)n2)cc2ccccc2c1Br,-11,13,26,-11,-5,20,-1,-4
CCN(CC(=O)Nc1c(F)cccc1F)C(=O)C1CCN(S(=O)(=O)c2ccccc2C(=O)OC)CC1,.,0,0,.,.,10,-4,.
COc1cccc(NC(=O)C2CC(=O)N(Cc3ccc(C)cc3)C2)c1 (stereo not drawn),-5,-7,3,-21,7,4,-3,-6
CC(=O)Nc1cccc2ncccc12,-1,4,0,12,14,-9,-5,3
Fc1ccc(N2CCN(C(c3cccs3)c3nnnn3CCc3ccccc3)CC2)cc1 (stereo not drawn),-4,15,9,-18,1,12,23,13
CCc1cccc(NC(=O)c2cc(S(=O)(=O)N(C)C)ccc2N2CCCC2)c1,-9,7,3,10,-8,4,0,8
N#Cc1ccccc1Cn1c(=O)oc2ccccc21,-8,3,2,-20,-23,-10,-9,-12
O=C1CCC(C(=O)N2CCSCC2)CN1CCc1cccc(F)c1 (stereo not drawn),-13,0,-6,-10,-9,1,-1,1
CS(=O)(=O)N(Cc1ccccc1)c1ccccc1C(=O)Nc1ccccc1C(=O)NCc1ccco1,18,0,2,7,2,10,-5,0
CN1CC(=O)N(CC(=O)Nc2ccc(N3CCOCC3)cc2)C1=O,-2,-5,7,25,-9,4,0,-4
COc1ccccc1C(=O)NCCC(=O)N(C)CC(=O)Nc1ccc(N2CCOCC2)cc1,-1,-12,6,9,6,8,-6,11

# Additional structures follow.
mol,UBC13 polyUb,Gli-Sufu antag,CXCR6 inh,697 NFkB inh,Jurkat NFkB inh,CCR6 antag,EBI2 antag,APJ antagonist
COc1ccc(N2CCN(C(=O)c3sc4ncn(CC(=O)N5CCCCC5)c(=O)c4c3C)CC2)cc1,0,3,-10,-15,0,1,-20,9
COc1ccc(OC)c(NC(=O)CSc2ccc3nnc(-c4ccccn4)n3n2)c1,5,3,1,-15,7,-3,-4,9
Cc1nn(C)c(Cl)c1CN1CCC(CO)(CCOc2ccccc2)CC1,-4,22,-5,-8,7,9,-4,-22
O=C(O)Cc1ccc2oc(-c3cccnc3)nc2c1,-2,0,-3,13,-1,-6,-10,-7
CCN(CC(=O)Nc1ccccc1C(F)(F)F)C(=O)Cc1ccc2c(c1)CCC2,-1,-9,-1,12,14,8,-2,8
CCOC(=O)Cc1c(C)nc2cc(-c3ccc(Cl)cc3)[nH]n2c1=O,0,-4,4,-52,-8,-8,-6,-9
COc1ccc2nc(NCc3ccccc3)[nH]c2c1,6,-8,-4,-32,8,7,3,2
COc1cccc(C(=O)COc2cccc(NC(=O)c3ccco3)c2)c1,-11,-9,6,-3,1,15,-9,2
Cc1ccccc1CN1CCN(C(=O)c2ccc(S(=O)(=O)NCc3ccco3)cc2)CC1,7,5,1,-3,15,2,-1,-22
O=C(NC1CC1)C1CCN(C2CCN(Cc3ccccc3C(F)(F)F)CC2)CC1,4,26,4,4,13,-1,4,6

# Full records as entered above. Screens in order: UBC13 polyUb, Gli-Sufu antag, CXCR6 inh, 697 NFkB inh, Jurkat NFkB inh, CCR6 antag, EBI2 antag, APJ antagonist
# COc1ccc2nc(NCc3ccccc3)[nH]c2c1 is entered as 6, -8, -4, -32, 8, 7, 3, 2
# Cc1nn(C)c(Cl)c1CN1CCC(CO)(CCOc2ccccc2)CC1 is entered as -4, 22, -5, -8, 7, 9, -4, -22
# O=C(NC1CC1)C1CCN(C2CCN(Cc3ccccc3C(F)(F)F)CC2)CC1 is entered as 4, 26, 4, 4, 13, -1, 4, 6

# Continued:
mol,UBC13 polyUb,Gli-Sufu antag,CXCR6 inh,697 NFkB inh,Jurkat NFkB inh,CCR6 antag,EBI2 antag,APJ antagonist
CC1CCN(CC(=O)Nc2nccs2)CC1,10,-15,1,2,-6,7,-4,4
O=C(NC1CCCC1)c1ccc(Cl)s1,-1,-6,9,-23,5,3,-14,11
NC(=O)C1CCN(c2nc(-c3ccccc3N)cs2)CC1,18,-13,-14,12,5,-5,-11,0
CCN(CC1CCCO1)C(=O)CCc1nnc(CCc2ccc(OC)cc2)o1 (stereo not drawn),-4,18,-4,-66,-31,4,-2,22
CCOC(=O)C1CCN(C(=O)COc2ccc([N+](=O)[O-])cc2)CC1,1,-4,-7,6,5,-6,26,13
O=C(/C=C/c1ccc(Cl)cc1)NC(=S)Nc1ccc(N2CCOCC2)c(Cl)c1,-10,-6,-12,-16,-6,-1,7,-35
Cc1nn(-c2ccccc2)c2c1C1(C(=O)N3c4c(cccc41)C(C)CC3(C)C)C(C#N)=C(N)O2 (stereo not drawn),-3,1,5,7,-9,10,7,-110
CCOC(=O)c1[nH]c(C)c(C(=O)OCC(=O)N2CCCCC2C)c1C (stereo not drawn),-8,-10,-2,-8,-3,8,2,1
CCC1=Nc2cc(C(=O)NCCCN3CCOCC3)ccc2Sc2ccccc21,4,3,2,9,-22,15,-2,11
O=C(CN1C(=O)/C(=C/c2ccccc2)SC1=S)Nc1ncc(Cc2ccccc2)s1,-13,18,10,3,-2,14,-15,11
COc1ccccc1NC(=S)NNC(=O)c1c(Cl)c(C)nn1C,-1,-1,16,-62,-21,23,-4,29
O=C1CCCN1CC(O)CS(=O)(=O)c1ccc(Cl)cc1 (stereo not drawn),1,-1,-12,13,-2,-8,-3,17
